NR2E3 ag-1 = human photoreceptor-specific nuclear receptor agonism; Q9Y5X4; CHO-S Gal4-NCOR/VP16-NR2E3 two-hybrid, luciferase; inhibition of corepressor binding, % at 3.98 µM; 0.35% of 360,000 active; AID 602229;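 active = inhibition above the mean of all tested compounds plus 3 SD, cut at about 70% in these data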;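 note: 0% = DMSO with NR2E3 transfected cells and 100% = cells lacking NR2E3 construct; higher means lower luciferase signal from less NR2E3 corepressor binding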
Target sequence (Q9Y5X4 whole entry, looked up, the tested form may be a part): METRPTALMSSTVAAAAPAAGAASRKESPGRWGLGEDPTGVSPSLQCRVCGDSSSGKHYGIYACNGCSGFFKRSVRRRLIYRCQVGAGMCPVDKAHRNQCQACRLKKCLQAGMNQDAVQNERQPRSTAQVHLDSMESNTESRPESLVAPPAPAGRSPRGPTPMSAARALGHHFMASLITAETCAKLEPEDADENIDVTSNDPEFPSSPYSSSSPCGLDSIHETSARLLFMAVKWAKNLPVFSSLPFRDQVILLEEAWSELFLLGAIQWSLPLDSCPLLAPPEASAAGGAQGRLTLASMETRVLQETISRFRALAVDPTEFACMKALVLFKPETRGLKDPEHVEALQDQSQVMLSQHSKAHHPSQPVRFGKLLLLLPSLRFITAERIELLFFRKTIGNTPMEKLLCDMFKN
aDG glyco up = increases alpha dystroglycan glycosylation; Pro5-aDG cells, alpha-DG glycosylation AlphaScreen (IIH6); 0% Pro5, 100% B10-LARGE cell signal; activation, % at 10 µM; 0.22% of 360,000 active; AID 624168;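 active = activation of at least 8% versus controls, or a plate z-score of at least 8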;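 note: Pro5 are CHO cells carrying HIG-tagged alpha-DG that lacks glycosylation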
CaV13 ICDI inh = Primary screen for inhibitors of IQ motif and Ca2+-dependent inactivation inhibitor domain binding in CACNA1D, Förster resonance energy transfer in living cells, …. HEK cells, CFP/YFP FRET ICDI-IQ, plate reader, 10 min; percent FRET-ratio fall versus neutral wells. inhibition, % at 12.3 µM. 0.098% of 340,000 active;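 active = mean replicate inhibition of at least 30% and at least 1% of replicates passing that level; inconclusive = only one of the two criteria is met; inactive = neither criterion is met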;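 note: 0% = median of the neutral control wells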
hiPSC survival = hiPSC single-cell survival enhancement; ATPlite luminescence; 100% = ROCK inhibitor wells, 0% = DMSO; survival enhancement, % at 20 µM; 0.044% of 360,000 active; AID 602274; in the data active = survival enhancement above about 18%;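 note: cells exposed to compounds for 16 hours before the ATP read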
PDI turbidity = blocks human protein disulfide isomerase activity. 0.052% of 350,000 active. inhibition, % at 10 µM. PDI insulin aggregation turbidity, A650, 90 min. P07237;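 active = mean inhibition across replicates of 30% or more, whatever share of single replicates reach that level; inconclusive = mean inhibition below 30% while every single replicate reaches 30%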;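 note: absorbance from insulin aggregation driven by PDI reduction with DTT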
Target sequence (P07237 whole entry, looked up): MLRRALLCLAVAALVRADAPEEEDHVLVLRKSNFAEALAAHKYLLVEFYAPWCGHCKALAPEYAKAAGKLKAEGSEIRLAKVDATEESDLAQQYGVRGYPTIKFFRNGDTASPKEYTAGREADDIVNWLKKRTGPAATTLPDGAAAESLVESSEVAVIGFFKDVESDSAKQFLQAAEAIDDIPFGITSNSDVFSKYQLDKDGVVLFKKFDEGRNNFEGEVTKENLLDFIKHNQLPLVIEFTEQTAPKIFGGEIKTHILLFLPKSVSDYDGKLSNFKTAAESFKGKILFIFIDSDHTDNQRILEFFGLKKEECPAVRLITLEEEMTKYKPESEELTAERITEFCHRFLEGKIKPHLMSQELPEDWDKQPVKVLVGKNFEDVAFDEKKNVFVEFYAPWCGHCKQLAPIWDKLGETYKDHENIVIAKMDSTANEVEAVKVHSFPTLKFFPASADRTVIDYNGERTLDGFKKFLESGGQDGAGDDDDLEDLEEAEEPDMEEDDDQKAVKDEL
Granule exo inh = lytic granule exocytosis inhibition; TALL-104 LAMP-1 surface exposure, flow cytometry; cells stimulated with thapsigargin and PMA; inhibition, % at 10 µM; 0.66% of 360,000 active; AID 651702;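 active = inhibition above about 55%, limit read from the data; inconclusive = no clear call, values can overlap the other calls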
Vif imaging = inhibitors of HIV Vif; AID 602346; 0.35% of 340,000 active; inhibition, % at 7.49 µM; HEK293T cells, Vif self-association by quenched fluorescence, imaging, 24 h; in the data active = inhibition above about 50%, passing the limit was not always enough; inconclusive = no clear call, values can overlap the other calls; inactive = below about 31%; note: some results filed as inactive read as strong as hits
TRPM1 prom inh = reduces MITF-dependent TRPM1 promoter luciferase signal | 0.83% of 330,000 active | AID 488899 | SK-MEL-5 TRPM1 promoter luciferase, 24 h | inhibition, % at 12.5 µM;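 active = mean inhibition across replicates of 60% or more, whatever share of single replicates reaches that level; inconclusive = some that reach 60%, reason not given; inactive = mean inhibition across replicates below 60%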; note: values of inactives mirror those of a sister screen read the other way
Peg3 prom inh = reduces Peg3 promoter-driven luciferase expression in HeLa; HeLa PEG-Prom luciferase reporter, luminescence, overnight; inhibition, % at 20 µM; 1.7% of 360,000 active;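 active = inhibition of at least 50% at 20 µM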
HIF-2a block = blocks HIF-2a reporter activity; AID 624352; inhibition, % at 18.8 µM; 0.72% of 360,000 active; 786-0 RCC cells HIF-2a reporter, luciferase luminescence, overnight;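 active = inhibition of the luminescence signal of 40% or more relative to plate controls, in a single-dose primary screen at 18.75 µM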
NR2E3 ag-2 = activates human photoreceptor nuclear receptor NR2E3; GST-NR2E3/biotin-RetCOR TR-FRET, 1536-well; inhibition of corepressor binding, % at 4.78 µM; 0.12% of 320,000 active; AID 2300;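 active = percent inhibition above the cutoff of mean plus 3 SD of all tested compounds, set per screening campaign, cut at about 20% in these data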;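 note: 0% = DMSO wells and 100% = biotin wells as full block of FRET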
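Test system: GST-NR2E3 and biotin-RetCOR proteins | Quantity: 1.35 nM GST-tagged NR2E3 final | Medium: Tris pH 7.5 | Also added: 7 nM biotin-RetCOR | Dosing: Compound at 4.8 µM, single dose | Timing: 5 h at 4 °C | Detection: Time-resolved FRET | Read-out basis: Percent inhibition | Benchmarks: Biotin wells as high control, 0.6% DMSO wells as low control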
* marks the source's active call; other numbers are inactive results; ? = inconclusive; nt = no result given.

SMILES	NR2E3 ag-1	aDG glyco up	CaV13 ICDI inh	hiPSC survival	PDI turbidity	Granule exo inh	Vif imaging	TRPM1 prom inh	Peg3 prom inh	HIF-2a block	NR2E3 ag-2
CC1(C)Cc2nc3sc4c(=O)[nH]cnc4c3cc2CS1	-31	-0.1	1	-3.0	-14	0	nt	-39	-108	-119	14
CN(C)c1ccc(/C=N\NC(=O)c2cccc3cc[nH]c23)cc1	-20	0.4	-2	-0.3	5	-9	13	-53	-154	-245	6
O=C(COc1ncnc2ccccc12)Nc1cccc([N+](=O)[O-])c1	-5	-0.2	-8	-0.4	3	2	1	-8	5	24	2
C=CCSC1=N/C(=C\c2ccc(C(=O)O)cc2)C(=O)S1	-17	0.3	-2	-3.8	-1	-1	-1	5	7	20	4
O=C(CSc1nc(-c2ccncc2)nn1CC(=O)N1CCCCC1)NC1CCCC1	-9	-0.1	nt	-1.9	-5	-5	-4	16	2	9	3
COCCn1c(N2CCN(c3ccc(OC)cc3)CC2)nc2c1c(=O)n(C)c(=O)n2C	-36	0.2	nt	-2.3	1	-2	nt	-1	-1	11	2
CS(=O)(=O)Nc1ccc(C(=O)NCC2CCCO2)cc1 (configuration not stated)	-2	-0.2	-2	-0.5	-9	-2	14	0	3	16	2
CCc1c(SCCC(=O)O)nc2ccccc2c1C	-38	-0.1	-2	-0.4	2	1	2	-5	7	28	12
CCC(=O)Nc1ccc(-c2cc3ccccc3oc2=O)cc1	-18	-0.3	8	-0.2	?	-2	29	-39	-190	-109	3
CCCCC(=O)OCC(=O)c1ccc(OCC)cc1	-8	-0.1	nt	2.0	-6	-4	4	-51	-70	-52	1
Cc1nn(C)cc1C1C2=C(CC(C)(C)CC2=O)N(c2ccccc2)C2=C1C(=O)CC(C)(C)C2	1	4.2*	-3	3.7	-4	6	nt	2	14	15	-2
Cc1ccc(C)n1-c1ccc(C(=O)Nc2ccccc2F)cc1	-58	0.1	2	0.2	-6	5	3	-79	-157	-187	-2
Cc1cccc(NC(=O)Cn2cnc3c(cnn3-c3ccc(F)cc3)c2=O)c1C	1	-0.1	-6	0.0	5	5	nt	nt	15	9	2
COc1ccc(N2CCN(c3nc(NC(C)(C)C)nc(N4CCCCC4)n3)CC2)cc1	0	-0.8	-7	1.9	-14	0	-7	5	15	26	0
CCCCOc1ccc(-c2cc(C(=O)NNC(=S)NCC)c3ccccc3n2)cc1	-64	-0.4	-8	-5.6	-5	3	-6	0	-37	-44	8
Cc1cc(C)c(NC(=S)N(CCCN2CCN(C)CC2)Cc2cccs2)c(C)c1	-32	0.0	-3	0.3	-1	11	0	-5	-6	0	0
Cc1ccc(S(=O)(=O)NCC(=O)N(CC(=O)NCC2CCCO2)CC2CCCO2)cc1 (configuration not stated)	-15	0.1	0	0.3	2	-1	10	0	9	21	0
C[C@@H](C(=O)NCCc1c[nH]c2ccccc12)[C@@H]1C[C@@]1(C)[C@@H](NC(=O)OCc1ccccc1)c1ccccc1	-28	0.2	-6	-3.0	-2	1	-3	nt	19	13	6
CC(C)OC(=O)Cn1nc(C(F)(F)F)c2c1CCCC2	-6	0.1	-4	-0.5	-4	-2	0	21	-2	-1	1
O=C(Nc1cccc(S(=O)(=O)N2CCCCC2)c1)Nc1ccc(Cl)cc1Cl	-12	3.2	-18	-2.0	-13	5	-2	15	52*	-37	0
Cc1cccc(/C=N/N(CCO)C2=NS(=O)(=O)c3ccccc32)c1	-5	0.3	6	-0.7	-1	3	18	-4	9	6	4
CSc1ncc(-c2ccc(Cl)cc2)[nH]1	-121	-0.2	-2	-0.2	-5	-10	-1	-42	-301	-339	0
O=S(=O)(c1cc(Cl)ccc1Cl)N1CCCCC1	-1	-0.2	-5	-1.1	-3	-2	-6	-6	20	9	1
O=C(O)C1C2C=CC(C2)C1C(=O)NC1CCS(=O)(=O)C1 (configuration not stated)	-15	-0.1	nt	2.6	-7	-1	5	-3	8	7	0

An excerpt of the results above, for reference:
SMILES	NR2E3 ag-1	aDG glyco up	CaV13 ICDI inh	hiPSC survival	PDI turbidity	Granule exo inh	Vif imaging	TRPM1 prom inh	Peg3 prom inh	HIF-2a block	NR2E3 ag-2
Cc1cccc(NC(=O)Cn2cnc3c(cnn3-c3ccc(F)cc3)c2=O)c1C	1	-0.1	-6	0.0	5	5	nt	nt	15	9	2
COc1ccc(N2CCN(c3nc(NC(C)(C)C)nc(N4CCCCC4)n3)CC2)cc1	0	-0.8	-7	1.9	-14	0	-7	5	15	26	0
CCCCOc1ccc(-c2cc(C(=O)NNC(=S)NCC)c3ccccc3n2)cc1	-64	-0.4	-8	-5.6	-5	3	-6	0	-37	-44	8
Cc1cc(C)c(NC(=S)N(CCCN2CCN(C)CC2)Cc2cccs2)c(C)c1	-32	0.0	-3	0.3	-1	11	0	-5	-6	0	0
Cc1ccc(S(=O)(=O)NCC(=O)N(CC(=O)NCC2CCCO2)CC2CCCO2)cc1 (configuration not stated)	-15	0.1	0	0.3	2	-1	10	0	9	21	0
C[C@@H](C(=O)NCCc1c[nH]c2ccccc12)[C@@H]1C[C@@]1(C)[C@@H](NC(=O)OCc1ccccc1)c1ccccc1	-28	0.2	-6	-3.0	-2	1	-3	nt	19	13	6
CC(C)OC(=O)Cn1nc(C(F)(F)F)c2c1CCCC2	-6	0.1	-4	-0.5	-4	-2	0	21	-2	-1	1
O=C(Nc1cccc(S(=O)(=O)N2CCCCC2)c1)Nc1ccc(Cl)cc1Cl	-12	3.2	-18	-2.0	-13	5	-2	15	52*	-37	0
Cc1cccc(/C=N/N(CCO)C2=NS(=O)(=O)c3ccccc32)c1	-5	0.3	6	-0.7	-1	3	18	-4	9	6	4
CSc1ncc(-c2ccc(Cl)cc2)[nH]1	-121	-0.2	-2	-0.2	-5	-10	-1	-42	-301	-339	0
O=S(=O)(c1cc(Cl)ccc1Cl)N1CCCCC1	-1	-0.2	-5	-1.1	-3	-2	-6	-6	20	9	1
O=C(O)C1C2C=CC(C2)C1C(=O)NC1CCS(=O)(=O)C1 (configuration not stated)	-15	-0.1	nt	2.6	-7	-1	5	-3	8	7	0

(continued)
SMILES	NR2E3 ag-1	aDG glyco up	CaV13 ICDI inh	hiPSC survival	PDI turbidity	Granule exo inh	Vif imaging	TRPM1 prom inh	Peg3 prom inh	HIF-2a block	NR2E3 ag-2
CCC(NC(=O)c1ccccc1NC(=O)c1ccc(C)cc1)C(=O)O (configuration not stated)	-42	-0.2	-9	-0.4	0	6	-4	-16	-31	-42	-2
COC(=O)CCCC(=O)N1CCC(CO)(CCc2ccccc2)CC1	8	0.0	-5	-0.5	1	-9	-2	-7	-9	-2	0
CCOc1nc(NCCN2CCOCC2)nc(NC(C)C)n1	-27	0.1	-6	-0.8	-1	0	5	-15	-4	4	1
COc1ccc(C(=O)Nc2cc3c(cc2Cl)OCCCO3)cc1	-152	0.1	nt	1.3	-2	-4	nt	-75	-373	-257	2
Cc1cc(OCC(=O)c2cccc(C(F)(F)F)c2)n2cnnc2n1	-4	-0.1	-12	-0.7	27	-4	6	-3	8	13	-2
CC(Cc1ccccc1)N(C)C(=O)CN1C(=O)c2ccccc2C1=O (configuration not stated)	-7	0.2	-8	4.4	6	-1	21	7	1	8	nt
CCOc1ccccc1N(CC(=O)O)S(=O)(=O)c1ccccc1	-19	-0.1	-4	1.8	-7	3	18	-4	-1	2	0
Nc1cc2c(cc1[N+](=O)[O-])OCCO2	-23	-0.1	-5	-1.2	10	-8	6	-5	-9	-10	-1
O=C(CN1CCOCC1)Nc1c2c(nc3ccccc13)N(Cc1ccccc1)CC2	-16	0.2	-7	5.8	7	-2	nt	8	3	3	1
CN(C)c1ccc(CNC(=O)CN2C(=O)COc3ccc(S(=O)(=O)N4CCCC4)cc32)cc1	-20	0.0	-4	0.2	13	5	-9	3	-1	-4	0
Cn1c(CNC(=O)C(C)(C)C)nc2ccccc21	-9	0.0	nt	3.9	4	-1	1	-2	12	13	0
Cc1ccc(Cn2cc(/C=N/NC(=O)Cc3nnc(NC(=O)c4ccc(C)cc4)s3)c3ccccc32)cc1	4	1.0	-4	-0.7	-7	-6	8	-4	14	-18	0
CC(=NO)C1(C)CC=CCC1CO (configuration not stated)	7	-0.2	-17	2.7	-3	-2	nt	nt	5	19	nt
COc1ccc([C@H]2CC(=O)C=C(c3ccc4ccn(C)c4c3)C2)cc1	-32	-0.3	-8	-1.1	-1	10	-15	-47	-151	-202	11
CCN(CC(=O)NCc1cccs1)C(=O)/C=C/c1cccc(OC)c1OC	4	-0.2	-6	0.0	0	1	14	-21	-4	-12	-1
CCOC(=O)N1CCC(NC(=O)C2=C(C)C(=O)OC23CCC(C)CC3)CC1 (configuration not stated)	-10	-0.2	-3	0.9	nt	4	-4	4	6	9	0
COc1ccccc1N1CCN(CCCOc2ccc(F)cc2)CC1	-20	0.1	nt	-0.1	-1	0	-2	-7	-8	13	-4
CN(CC(=O)N1CCCC1)S(=O)(=O)c1ccc(Cl)cc1	-14	-0.3	-6	1.2	3	16	-11	6	1	3	-1
CC(C)(C)C(=O)C(Cc1ccccc1)n1cncn1 (configuration not stated)	-15	0.1	-4	-3.6	8	2	5	4	7	15	-1
CN(Cc1ccccc1)C(=O)Cn1nc(C(F)(F)F)c2c1CCC2	-10	0.0	-4	-3.2	-3	-2	15	1	1	9	0
S=C(NCC1CC1)N/N=C/c1ccccc1Cl	-28	0.1	-17	-0.8	-4	45	-2	-4	-38	-54	-2
CCC(C(=O)Nc1ccc2c(c1)OCCO2)n1nnc2ccccc2c1=O (configuration not stated)	-56	-0.4	-2	1.3	6	-2	3	-90	-258	-201	0
CCOC(=O)c1cc2sccc2n1CC(=O)c1ccc2c(c1)OCCO2	-3	-0.1	-9	1.1	-5	-4	-8	7	15	-15	6
CC(=O)NC1C(=O)N(C)c2ccc(Br)cc21 (configuration not stated)	-19	-0.2	-8	1.9	0	11	1	-6	6	8	4
CCOC(=O)c1c(C)[nH]c(C)c1C(=O)COC(=O)c1cc(OC)cc(OC)c1	-33	0.0	-3	0.2	6	-4	0	-6	4	11	-1
CC1(c2ccccc2)NC(=O)N(CC(=O)N2CCN(S(=O)(=O)c3ccccc3[N+](=O)[O-])CC2)C1=O (configuration not stated)	9	0.1	-6	-0.4	2	3	-7	9	5	6	-1
NC(=O)CNC(=O)C1CCN(S(=O)(=O)c2ccc(-n3cnnn3)cc2)CC1	-3	-0.1	-3	-0.6	12	-5	-5	-7	4	4	0
Cc1ccc(S(=O)(=O)NC(=O)NC(C)Cc2ccccc2)cc1 (configuration not stated)	-11	0.0	-11	-0.2	-2	-3	6	3	12	11	-1

Screening results from PubChem BioAssay.
